PTHR1 agonist: activates the human parathyroid hormone receptor PTHR1; 410,000 compounds, 0.075% hits; Q03431; Potency, µM (top dose mostly 115 µM), without a hit: top-dose activation, actives largely listed as activators; AID 743266; HEK293 GP2 PTHR1 cells, GloSensor cAMP luminescence, 1 h; also: potency is read from the fitted curve at half-maximal effect; nearly all actives have a fitted effect of over 55% in size; some results filed as inactive show a strong effect at the top dose; inactives centre near -15; many of its hits are not listed in these tables
Target sequence (Q03431 whole entry, looked up): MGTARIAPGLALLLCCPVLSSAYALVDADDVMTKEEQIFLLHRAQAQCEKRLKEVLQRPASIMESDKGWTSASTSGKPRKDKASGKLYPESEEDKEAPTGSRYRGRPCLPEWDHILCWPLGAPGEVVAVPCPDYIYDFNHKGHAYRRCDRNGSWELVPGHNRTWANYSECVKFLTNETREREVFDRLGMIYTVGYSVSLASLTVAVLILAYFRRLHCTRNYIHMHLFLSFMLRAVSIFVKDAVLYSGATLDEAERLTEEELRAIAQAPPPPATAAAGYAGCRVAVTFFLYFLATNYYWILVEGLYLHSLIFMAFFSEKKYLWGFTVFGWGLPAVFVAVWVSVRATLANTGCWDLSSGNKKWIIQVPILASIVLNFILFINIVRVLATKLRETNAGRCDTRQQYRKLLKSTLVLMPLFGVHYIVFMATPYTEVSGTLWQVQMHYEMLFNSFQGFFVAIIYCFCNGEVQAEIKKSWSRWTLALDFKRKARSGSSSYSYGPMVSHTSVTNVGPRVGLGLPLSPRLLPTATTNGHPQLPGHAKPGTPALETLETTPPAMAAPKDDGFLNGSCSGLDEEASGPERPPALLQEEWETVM
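HEK-293-derived GP2 cells expressing PTHR1 and a GloSensor cAMP reporter, 3,000/well, plated overnight, given luciferin plus IBMX (each 0.5 mM as added) for 1 h at 37 °C, then compound for 1 h at 37 °C. Luminescence was read after 15 min at room temperature.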
FUS yeast rescue: rescues growth of FUS-expressing yeast; S. cerevisiae FUS-expressing, growth rescue, OD600, 24 h; 390,000 compounds, 0.24% hits; Potency, µM (highest dose often 76.6 µM), for the others: at the highest dose growth rescue (activation), most hits filed as activators; AID 1347120;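 also: potency is read from the fitted curve at half-maximal effect; plate controls were DMSO vehicle for no effect and reference control for full effect; nearly all actives have a fitted effect of over 55% in size; some results filed as inactive show a strong effect at the top dose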
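FUS-expressing yeast, raffinose-pregrown, induced in 2% galactose minimal medium at OD 0.005; compounds in a dilution series, 24hr at 30C. Growth restoration read as absorbance at 600 nm. CP55940 positive control, DMSO negative.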
Abeta rescue: compounds reversing amyloid beta toxicity in yeast | Potency, µM (highest dose often 46.1 µM), for the others: at the highest dose growth rescue, hits mostly activators | yeast expressing A-beta42, growth rescue, OD600, 48 h; response scale: 0% DMSO, 100% iron-clioquinol control | AID 1347071 | 410,000 compounds, 0.063% hits; also: potency is read from the fitted curve at half-maximal effect; nearly all actives have a fitted effect of over 55% in size
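Yeast A-beta toxicity model in growth medium with pinned compounds, 48 h at 30 C; growth read as absorbance at 600 nm. Normalized to FeCl3/clioquinol equimolar mix (positive) and DMSO (negative).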
aSyn yeast inh: alpha-synuclein toxicity inhibition in yeast | AID 652106 | 370,000 compounds, 0.14% hits | Potency, µM (doses to about 46.1 µM), inactives show top-dose growth rescue (activation), actives largely listed as activators | Yeast expressing alpha-synuclein, growth rescue, BacTiter-Glo, 24 h; also: potency is read from the fitted curve at half-maximal effect; % of control where 0% means no effect; nearly all actives have a fitted effect of over 65% in size
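Rescue of yeast growth: cells expressing toxic alpha-synuclein, induced in galactose at OD600 0.02, incubated with compound 24 h at 30 C. ATP luminescence quantified growth; inhibitors of toxicity appear as activators.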
pAkt inh: blocks phosphorylation of Akt | Neuro2A IGF-stimulated pAkt S473 HTRF, 20 min; stronger effect = lower value | activity change, % for hits at 50 µM | 360,000 compounds, 0.32% hits | AID 651550; in the data active = activity change below about -80%; inconclusive = mostly about -51% to -80%; also: % is scaled to controls: 0 for no effect and ±100 for the full control effect
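Neuro2A cells (4,500/well, DMEM with 0.5% FBS) were treated with compound at a single 50 µM final concentration, stimulated with 6 nM IGF for 20 min at 37 °C, and lysed. Phospho-Akt Ser473 was read by HTRF as 665/615 ratio ×10^4.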
TDP-43 yeast inh: inhibitors of TDP-43 toxicity in yeast | 410,000 compounds, 1.8% hits | TDP-43 expressing yeast growth rescue, BacTiter-Glo, 24 h | Potency, µM (doses to about 46.1 µM), for inactives: top-dose growth rescue (activation), hits mostly activators; also: potency is read from the fitted curve at half-maximal effect; % of control where 0% means no effect; nearly all actives have a fitted effect of over 50% in size
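Luminescence from BacTiter-Glo reports growth of TDP-43-expressing yeast after 24 hr at 30 deg C with compound. Cells were raffinose-pregrown to mid-log, then seeded in galactose medium at OD600=0.02.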
GLP1R inv ag: acts as inverse agonist at human GLP-1 receptor. P43220. HEK293 GLP-1R CRE-luciferase, luminescence, 24 h; GLP-1R form is constitutively active. Potency, µM (top dose mostly 38.3 µM), inactives show at the highest dose activity change, negative = inhibition, hits mostly inhibitors. 410,000 compounds, 1.6% hits. AID 624417; also: potency is read from the fitted curve at half-maximal effect; % is scaled to controls: 0 for no effect and ±100 for the full control effect; nearly all actives have a fitted effect of over 55% in size
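Assay principle: reduced luminescence from a cAMP-responsive reporter in HEK293 cells co-expressing a constitutively active GLP-1R. Conditions: 24 hr compound incubation, 37 deg C, 5% CO2.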
DRD3 antagonist: D3 dopamine receptor (human) antagonism; P35462; D3R cells, DiscoveRx beta-arrestin luminescence, antagonist mode; stronger effect = lower value; max response, negative = inhibition, %; 360,000 compounds, 2.5% hits; in the data active = max response below about -50%; inconclusive = no clear call, values can overlap the other calls; also: % is scaled to controls: 0 for no effect and ±100 for the full control effect; mostly tested at two doses, the higher about 12 µM
Target sequence (P35462 whole entry, looked up): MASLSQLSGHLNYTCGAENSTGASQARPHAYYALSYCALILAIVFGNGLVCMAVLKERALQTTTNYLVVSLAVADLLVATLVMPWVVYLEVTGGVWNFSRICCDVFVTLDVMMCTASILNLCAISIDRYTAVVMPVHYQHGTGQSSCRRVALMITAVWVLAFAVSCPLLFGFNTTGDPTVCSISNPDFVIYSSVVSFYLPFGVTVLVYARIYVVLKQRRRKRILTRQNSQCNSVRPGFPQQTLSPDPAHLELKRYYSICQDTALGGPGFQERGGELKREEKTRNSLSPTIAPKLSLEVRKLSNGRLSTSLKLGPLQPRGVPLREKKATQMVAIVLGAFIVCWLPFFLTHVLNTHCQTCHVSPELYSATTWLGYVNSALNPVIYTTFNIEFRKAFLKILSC
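Cells plated overnight at 1500 cells/well, then exposed to library compounds with dopamine controls for 90 minutes at 37 degrees C. DiscoveRx reagent added for 30–60 minutes at room temperature; luminescence read, quantitative HTS format.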
GLP1R ag: agonists of human GLP-1 receptor; P43220; HEK293 GLP-1R CRE-luciferase, luminescence, 4-6 h; cells express a hypersensitive GLP-1R form; AID 624172; Potency, µM (series often up to 45.6 µM), for inactives: at the highest dose activation, most hits filed as activators; 380,000 compounds, 0.007% hits; also: potency is read from the fitted curve at half-maximal effect; % of control where 0% means no effect
* hit, by the source's call; i = inactive; ? = inconclusive; · = not tested or not shown; [ ] = dose if it differs, or a comment. Unless noted, calls follow the shape of the dose curve; as a rule, active = well fitted curve in the direction sought with a large enough effect; inconclusive = small, poorly fitted or top-dose-only effect, or another doubt; inactive = no such curve, though single readings can be large; an effect the other way counts as inactive or inconclusive. A portion of the library, so the mix of outcomes need not match the whole.

Each structure is followed by: DRD3 antagonist, TDP-43 yeast inh, GLP1R inv ag, FUS yeast rescue, Abeta rescue, aSyn yeast inh, PTHR1 agonist, GLP1R ag, pAkt inh
O=C(c1cccc(S(=O)(=O)N2CCCC2)c1)c1cccc(S(=O)(=O)N2CCCC2)c1
 : -12, -7%, ?, 15%, -2%, -4%, -35%[inhibitor][57.5 µM], 0%, i
Cn1cc(Br)c(C(=O)N/N=C/c2cc3ccccc3nc2Cl)n1
 : 3, 2%, 157%[activator], 14%, 2%, -1%, -13%, -3%, i
CCN(CC)S(=O)(=O)N1CCC(C(=O)NC2CCCC2)CC1
 : 12, -19%, -2%, 21%, 15%, 2%, i, 3%, i
O=C(O)CC(CC(=O)Nc1ccc2ccccc2n1)c1ccccc1 (stereo not given)
 : 3, 3%, 12%, -17%, -9%, 3%, i, 0%, i
CCN(CC)CCCNC(=O)c1ccc2c(=O)n(CCc3ccccc3)c(=O)[nH]c2c1
 : ·, 20%, -2%, -25%, -6%, ·, i, 1%, ·
COc1ccc(N=C2S/C(=C\c3ccc(OCC(=O)O)cc3)C(=O)N2CCc2c[nH]c3ccccc23)cc1
 : 14, 8%, 3%, 18%, 5%, 10%, -18%, -6%, i
N/C(=N\C(=S)Nc1ccc2c(c1)OCO2)c1ccccc1
 : -18, 20µM*, -16%, -17%, ?, -12%, -14%, -2%, i
NS(=O)(=O)c1cc(C(=O)N2CCc3ccccc32)c(Cl)cc1Cl
 : ?, -12%, 0%, 14%, -5%, ·, -15%, 0%, ·
CCCCN(CC)CCNS(=O)(=O)c1ccc2c(c1)oc(=O)n2C
 : -13, 3%, -4%, -6%, -6%, ·, i, 7%, ·
COc1ccc(C)cc1NC(=O)CCc1ccc(S(=O)(=O)N2CCOCC2)cc1
 : 0, 15%, 10%, 11%, -11%, 8%, -18%, -7%, i
CC(C)C[C@H](NC(=O)N1CCn2c1nc1ccccc12)C(=O)N[C@@H](C(=O)O)c1ccccc1
 : 17, 12%, -9%, 4%, 4%, 8%, i, -1%, i
Cc1ccc(S(=O)(=O)N2CCCC2)cc1[N+](=O)[O-]
 : -24, 10%, 10%, -6%, -3%, -3%, i, -3%, i
CCCCN(C)Cc1c(C(=O)N2CCc3ccccc3C2)nc2ccc(Cl)cn12
 : 2, -10%, ?, 7%, 3%, 3%, -11%, 14%, i
Cn1c(=O)n(Cc2ccccc2)c2ccccc21
 : 17, 12%, 40%[activator], -17%, 14%, 2%, i, 17%, i
CCOc1cccc(C(=O)NC(=S)Nc2cccnc2)c1
 : -3, ?, -7%, -3%, ?, -8%, -7%, -3%, i
CN(C)CCNC(=O)c1ccccc1
 : -18, 17%, -9%, 30%, -6%, -5%, -5%[57.5 µM], 13%, i
COc1cccc(-c2[nH]nc3c2C(c2ccoc2)C(C#N)=C(N)O3)c1 (stereo not given)
 : 11, -29%, 7%, 26%, 2%, -4%, i, -4%, i
COC(=O)C1CC2=C(CC(C)(C)CC2=O)N(c2ccccc2)C1=O (stereo not given)
 : 1, 12%, -7%, -27%, 7%, 1%, -16%, 6%, i
CC(=O)n1nc(-c2cccnc2)nc1NCc1cccs1
 : -9, ?, 7%, 5%, -15%, -19%, i, 1%, i
CN(c1ccc(OCC(=O)Nc2nc(-c3ccccc3)cs2)cc1)S(=O)(=O)c1ccc(F)cc1
 : 18, 7%, ?, 10%, 4%, -2%, -7%, -1%, i
O=C(N/N=C1\CC(c2ccccc2)Oc2ccccc21)c1ccccn1 (stereo not given)
 : -7, 5%[9.22 µM], -17%, 6%, 5%, -5%, i, 3%, i
COc1cc(OC)c(OC)cc1CNCCSc1nnnn1-c1ccccc1
 : ·, 11%[9.22 µM], -27%, -7%, -3%, ·, -18%, ·, ·
COc1ccc(-n2c(=O)c3c(C)c(C)sc3n(Cc3cccc(F)c3)c2=O)c(OC)c1
 : 9, -2%, ?, -9%, 0%, ?, i, 1%, i
O=C(NNc1cccc(Cl)c1)c1cccnc1Oc1ccccc1
 : -2, 28%, ?, -4%, -16%, 22%, -1%, 14%, i
O=C(Nc1ccc2c(c1)OCCO2)C1CCN(S(=O)(=O)c2cccs2)CC1
 : 16, -4%, -3%, 42%, 24%, 3%, -24%[57.5 µM], -10%, i
CCC(C)C(NC(=O)C(C)NC(=O)CNC(=O)CNC(=O)OCc1ccccc1)C(=O)OC (stereo not given)
 : 0, 5%, 0%, -7%, 9%, -12%, i, -10%, i
Cc1cc(C)n2nc(C(=O)N/N=C/c3ccccc3Cl)nc2n1
 : 1, 20%[9.22 µM], 39%[activator], 5%, -12%, 2%, i, 5%, i
C=CCN1C(=O)C2(NC(=O)c3ccccc3N2)c2ccccc21 (stereo not given)
 : 18, 19%, -28%, 5%, -12%, -6%, i, 0%, i
CCc1ccc(CNC(=O)CN2C(=O)c3cccnc3Oc3ccc(Cl)cc32)cc1
 : ·, 14%, ?, ?, -7%, ·, -1%, ·, ·
Cc1ccccc1C(=O)NC(=S)Nc1ccc(Oc2ccc(Cl)cc2)cc1
 : ?, 5%, ?, ?, 11%, -19%, -22%[57.5 µM], -4%, i
O=C(N/N=C1\CC(c2ccccc2)Oc2ccccc21)c1ccc(O)cc1 (stereo not given)
 : -2, -7%, ?, 9%, -14%, -2%, i, 21%, i
CCOc1c(Br)cc(Br)cc1/C=C1\SC(N)=NC1=O
 : ?, 8%, 7%, 11%, 11%, 1%, -9%, -2%, i
O=C(Cc1ccccc1)NC(CSSCC(NC(=O)Cc1ccccc1)C(=O)O)C(=O)O (stereo not given)
 : -24, 1%, -17%, -9%, 2%, 10%, i, 2%, i
NC(=O)C1CCN(C(=O)C(=O)c2cn(CC(=O)N3CCCC3)c3ccccc23)CC1
 : 11, 4%, 2%, -5%, -6%, 8%, i, 1%, i
Cc1ccc(NC(=S)N(C)N)cc1Cl
 : -7, ?, -11%, -24%, 29%, 0%, i, 8%, i
CC(C(c1ccc2c(c1)OCO2)c1c(N)n(C)c(=O)n(C)c1=O)[N+](=O)[O-] (stereo not given)
 : 11, 18%, -20%, -15%, -15%, 3%, i, 3%, i
Cc1ccc(C)c(NC(=S)NC(C)C(c2cccs2)N2CCOCC2)c1 (stereo not given)
 : -14, 18%, -19%, -12%, 12%, 0%, -5%, 6%, i
O=C(CN1C(=O)c2ccccc2C1=O)NCc1ccc(C(=O)O)cc1
 : 10, -3%, 11%, -4%, -7%, 3%, -9%, -3%, i
CCC1CCCCN1CCCNC(=O)c1ccc(N2CCCC2=O)cc1 (stereo not given)
 : 8, 4%, -12%, 1%, 6%, -6%, i, -3%, i
Cc1nn(C(=O)c2ccc(Br)cc2)c(C)c1Sc1ccccc1
 : ·, 27%, 17%, 3%, 11%, ·, ?, ·, ·
CCN1C[C@@H]2[C@@H]3C(=O)N(Cc4ccccc4)C(=O)[C@@H]3[C@](C)(C1=O)N2C(=O)c1ccc(C)cc1
 : 6, 6%, -7%, 10%, -8%, 8%, i, -1%, i
Cc1ccc(NC(=O)Cn2cccc2C2=NC(c3ccccc3)CO2)cc1C (stereo not given)
 : -1, -21%, ?, ·, -4%, 1%, -8%, 0%, i
CNC(=O)COc1ccc(C=O)cc1OC
 : -10, -11%, -8%, 13%, 6%, 0%, -14%, -7%, i
O=C(c1ccccc1Cl)N1CCN(S(=O)(=O)N2CCCCC2)CC1
 : -3, 1%, 5%, 21%, -5%, 11%, -7%, -1%, i
CCSCCOC(=O)C1=C(C)N(C)C(=O)NC1c1ccc2c(c1)OCO2 (stereo not given)
 : -5, 1%, -27%, 1%, 7%, 5%, -64%, 9%, i
CCOC(=O)C1CCN(c2cc(=O)n(-c3ccc(OC)cc3)c(=O)[nH]2)CC1
 : 2, 23%, -5%, -8%, 2%, 2%, -24%, -2%, i
CCn1c(=O)[nH]c(=O)c2c(N)c(C(=O)c3cc(F)ccc3F)sc21
 : 11, -9%, 247%[activator], 16%, 0%, 7%, -11%, ?, i
Cc1ccc(S(=O)(=O)N(C)C[C@@H]2Oc3ncc(C#CCC(C)C)cc3C(=O)N([C@H](C)CO)C[C@H]2C)cc1
 : -26, 25µM*, ?, 28µM*, 8%, 6%, -9%, -5%, i
CCN(CC)c1ccc(/C=N/Nc2nc(C)cc(=O)[nH]2)c(O)c1
 : 17, 10%, ?, ·, -17%, 8%, i, -4%, i
COc1ccc(-c2nsc3c(SCc4ccccc4)ncnc23)cc1
 : 11, 6%, 19%, -18%, -11%, -9%, -5%, -4%, i

Other structures
Each structure is followed by: DRD3 antagonist, TDP-43 yeast inh, GLP1R inv ag, FUS yeast rescue, Abeta rescue, aSyn yeast inh, PTHR1 agonist, GLP1R ag, pAkt inh
COc1ccccc1N1CCN(CCCCOc2ccc(C)cc2C)CC1
 : -86*, -4%, ?, 2%, -6%, 2%, -19%, 3%, i
CCN(CC)S(=O)(=O)c1ccc(N2CCOCC2)c(NC(=O)C2CCCC2)c1
 : 6, 8%, 17%, 6%, 6%, 1%, i, 2%, i
Cc1cc(C)n(CC(=O)c2cccc([N+](=O)[O-])c2)n1
 : -58*, ·, 4%, ?, 8%, 1%, ?, -1%, i
CCOC(=O)c1c(NC(=O)/C=C/c2ccc(Cl)cc2)sc2c1CCC(C)C2 (stereo not given)
 : ·, 0%, 13%, -14%, 1%, ·, -2%, ·, ·
Cc1ccc(S(=O)(=O)N2CCC(C(=O)N(C)C3CCS(=O)(=O)C3)CC2)cc1 (stereo not given)
 : -24, 9%, 5%, 0%, 8%, -7%, 0%[57.5 µM], -11%, i
CC(NC(=O)CN1CCN(Cc2cccc(F)c2)CC1)c1ccccc1 (stereo not given)
 : -26, -1%, -30%, 17%, 9%, -1%, i, -3%, i
CCOc1cc(Br)c(C=O)cc1OCC
 : 9, 7%, ?, 5%, -14%, -12%, i, 26%, i
